RBX1-CUL1 inh: human ROC1-CUL1 E3 ligase inhibition | P62877+Q13616 | in vitro K48 di-Ub FRET, acceptor:donor ratio, 45 min | inhibition, % at 10 µM | 140,000 compounds, 0.6% hits | AID 1347404; in the data active means inhibition above about 25%
Target sequence (P62877 whole entry, looked up): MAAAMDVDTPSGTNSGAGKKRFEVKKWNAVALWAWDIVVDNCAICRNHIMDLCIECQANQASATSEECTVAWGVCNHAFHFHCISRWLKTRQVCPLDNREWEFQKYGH
Target sequence (Q13616 whole entry, looked up): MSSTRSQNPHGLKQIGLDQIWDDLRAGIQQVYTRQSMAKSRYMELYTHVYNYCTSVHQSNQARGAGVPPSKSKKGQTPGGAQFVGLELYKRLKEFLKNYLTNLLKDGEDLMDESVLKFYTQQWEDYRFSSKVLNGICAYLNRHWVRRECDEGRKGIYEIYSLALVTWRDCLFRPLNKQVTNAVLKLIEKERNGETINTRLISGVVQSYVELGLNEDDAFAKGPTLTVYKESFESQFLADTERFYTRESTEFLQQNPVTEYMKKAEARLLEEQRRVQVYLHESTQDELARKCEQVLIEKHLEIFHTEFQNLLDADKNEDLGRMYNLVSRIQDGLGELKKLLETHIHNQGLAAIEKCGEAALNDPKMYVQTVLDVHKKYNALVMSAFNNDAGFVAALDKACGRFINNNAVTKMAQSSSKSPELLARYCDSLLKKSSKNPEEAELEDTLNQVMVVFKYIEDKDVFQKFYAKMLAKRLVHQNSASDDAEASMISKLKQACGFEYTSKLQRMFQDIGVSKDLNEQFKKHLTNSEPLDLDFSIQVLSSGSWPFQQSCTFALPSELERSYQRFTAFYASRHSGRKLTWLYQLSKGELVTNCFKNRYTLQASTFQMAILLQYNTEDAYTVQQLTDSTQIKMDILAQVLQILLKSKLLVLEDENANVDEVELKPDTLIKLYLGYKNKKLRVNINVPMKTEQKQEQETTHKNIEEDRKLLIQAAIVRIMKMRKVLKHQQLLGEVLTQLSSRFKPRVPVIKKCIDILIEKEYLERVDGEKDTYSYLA
* hit, by the source's call. A portion of the library, so the mix of outcomes need not match the whole.

SMILES | RBX1-CUL1 inh
CSc1ncc(Cl)c(C(=O)Nc2c(C(=O)c3ccc(Cl)cc3)oc3ccccc23)n1 | -1
Cc1ccc(S(=O)(=O)c2nc(-c3ccc(Cl)cc3)oc2NCCCN2CCOCC2)cc1 | -9
Cc1cc(C)n2nc(CNC(=O)c3cccc(Cl)c3)nc2n1 | -9
O=C(Nc1ccc(C(F)(F)F)cc1)N1CCC(N2CCCCC2)CC1 | 9
COc1ccccc1C1=NC2C(=N)N(c3ccccc3)C(=O)N=C2C(=O)N1 (stereo unspecified) | -2
O=C(c1cccs1)N1CCN(CCN2C(=O)c3cccc4cccc(c34)C2=O)CC1 | -4
COc1cccc(CNC2CCCCCC2)c1OCC(O)CN1CCOCC1 (stereo unspecified) | -4
CC(C)(C)CN1CC(NCc2cccc(O)c2)CC1=O (stereo unspecified) | -1
COc1ccc(OC)c(NC(=O)CC2C(=O)NCCN2C(=O)C(F)(F)F)c1 (stereo unspecified) | 9
Cc1ccnc(NC(=O)c2cccc(F)c2)n1 | 7
CN(C(=O)c1cc(-c2ccccc2O)on1)c1ccccc1 | -5
COc1cccc(N2CCN(C(=O)C3CCCN(S(=O)(=O)c4ccc5c(c4)oc(=O)n5C)C3)CC2)c1 (stereo unspecified) | 3
O=C(Nc1ccc(-c2ccco2)cc1)C1CCCN(C(=O)c2ccccn2)C1 (stereo unspecified) | 8
Cc1nc(CNc2nc3nonc3nc2N2CCSCC2)sc1C | -1
CCOc1ccc(Cc2c(C)nc(N)[nH]c2=O)cc1 | -1
O=C(Nc1cccc(Cl)c1)c1ccccn1 | 4
NS(=O)(=O)c1cnccc1Nc1ccc(Cl)c(Cl)c1 | 1
O=C(Nc1c(Cl)cc(Cl)cc1C(=O)NCCO)c1ccc(Cl)cc1Cl | 11
COCCCNC(=O)c1c(OC)cccc1OC | 9
Cn1cc(I)c(C(=O)n2cc(Br)cn2)n1 | -4
O=C(Nc1cccc(C(F)(F)F)c1)N1CCN(c2ccc(C(F)(F)F)cc2[N+](=O)[O-])CC1 | -15
C=CCc1cc(/C=N/NC(=O)C(NC(=O)COc2ccccc2C)C(C)C)cc(OCC)c1O (stereo unspecified) | -3
CCCCCCCn1c(SCCCC)nc2c1c(=O)[nH]c(=O)n2C | -4
c1ccc(C(c2ccccc2)N2CCN(c3nc(N4CCOCC4)nc4c3cnn4-c3ccccc3)CC2)cc1 | -2
O=C(C1CC1)N1CCc2cc(Br)cc(S(=O)(=O)N3CCN(c4ccccc4F)CC3)c21 | -1

Next compounds:
SMILES | RBX1-CUL1 inh
Cc1ccc(-c2cc3ncc4c(n3n2)-c2cc(C)ccc2OC4)cc1 | -3
Cc1cccc(CN2CCCC(O)(CN3CCCO3)C2=O)c1 (stereo unspecified) | 5
COC(=O)CSc1nc2sc3c(c2c(=O)n1-c1ccccc1C)CCCC3 | -13
Cc1cccc(-n2c(SCC(=O)c3ccccc3)nc3ccccc3c2=O)c1 | -1
CN(C)c1ccc(/C=C(\C#N)c2nc(-c3ccc(Cl)c(Cl)c3)cs2)cc1 | -4
COc1ccc(NC(=O)CSc2nc(-c3cccs3)cc(C(F)(F)F)c2C#N)cc1OC | -9
C#CCn1c(C2CC(=O)N(c3ccccc3C)C2)nc2ccccc21 (stereo unspecified) | 4
CCCCN(C)CC(O)Cn1cc(/C=C/C(=O)c2ccc(C)cc2)c2ccccc21 (stereo unspecified) | -2
CCOC(=O)C1CCCN(S(=O)(=O)c2cc(-c3cc(C)no3)ccc2C)C1 (stereo unspecified) | 0
CCCOc1cccc(C(=O)N2CCN(c3ccccn3)CC2)c1 | -2
COc1cc(OC)nc(Oc2ccccc2C(=O)OC2CCCCC2)n1 | -12
CC#CCN1C(=O)NC(CCCc2ccccc2)(C2CCN(CC3CC=CCC3)CC2)C1=O (stereo unspecified) | -2
Cc1c(Cl)cccc1N=C1NC(=O)/C(=C/c2ccc(N3CCCC3)c(F)c2)S1 | -7
CN(C(=O)c1ccccc1Cl)C1(C(=O)NC2CCCC2)CCCCC1 | -2
O=C(O)c1cc(NS(=O)(=O)c2ccc(Cl)cc2)cc(C(=O)O)c1 | -1
COC(=O)c1ccc(NC(=O)c2ccc3c(c2)C(=O)N(CC2CCCO2)C3=O)cc1 (stereo unspecified) | 0
Cc1ccccc1CCC1CCCN(C(=O)CCn2cncn2)C1 (stereo unspecified) | 2
CC(=O)c1cc(-c2ccccc2)n(CCC(=O)NC(C)c2ccccc2)c1C (stereo unspecified) | 9
Cc1ccc(C(=O)N2CCC(c3nc(-c4cccnc4)ncc3-c3ccccc3C)CC2)cc1C | 7
O=C(O)c1ccc(NC(=O)c2cccc(N3C(=O)C4C5c6ccccc6C(c6ccccc65)C4C3=O)c2)cc1 (stereo unspecified) | -3
CCC(=O)c1ccc(OCc2ccc(Cl)cc2Cl)cc1 | -2
CC(C)CCNS(=O)(=O)c1ccc(Cl)cc1 | -3
O=C1C2ON(c3ccccc3)C(c3ccccn3)C2C(=O)N1c1cccc(C(F)(F)F)c1 (stereo unspecified) | 6
CCc1ccccc1NC(=O)C(OC(=O)c1ccccc1)C(OC(=O)c1ccccc1)C(=O)O (stereo unspecified) | -9
CCOC(=O)CSc1nc2ccc(NC(=O)CSc3nnnn3Cc3ccccc3)cc2s1 | -1

The results go on.
SMILES | RBX1-CUL1 inh
Cc1ccc(C(O)c2nccn2C)o1 (stereo unspecified) | -5
COc1ccc2c(C)nc(N3CCCC(C(=O)N(C)Cc4ccsc4)C3)nc2c1 (stereo unspecified) | -6
Cc1nn2c(-c3cccnc3)ccnc2c1-c1ccccc1 | 3
Cc1ccc(OCC(=O)Nc2ccccc2OCc2cc(=O)n3ccccc3n2)cc1C | -2
Cc1ccc(NC(=O)c2cc3c(=O)n4cc(C)ccc4nc3n2C)cc1 | -2
O=C(/C=C/c1cccc2ccccc12)N1CCN(c2ccccc2)CC1 | 14
COCCCNc1nc2nonc2nc1NCCCSC | 2
CCC(C)n1c(=N)c(C(=O)NC2CCCC2)cc2c(=O)n3ccccc3nc21 (stereo unspecified) | 0
CC(=O)Nc1ccc(S(=O)(=O)NNC(=O)CCCOc2ccc(Cl)cc2Cl)cc1 | -13
CC1(C)CC(=O)c2cnc(NC3OC(=O)c4ccccc43)nc2C1 (stereo unspecified) | -5
Cc1ccc2c(c1)N(C(=O)C1CCN(S(=O)(=O)c3c(C)noc3/C=C/c3ccccc3F)CC1)CCO2 | -7
O=C(NCCc1ccc(Cl)cc1)c1ccc(CS(=O)(=O)Cc2ccccc2F)o1 | -1
Cc1sc2nc(SCC(=O)c3ccc(O)c(O)c3)[nH]c(=O)c2c1C | 67*
CCc1ccc(CN(Cc2ccco2)C(=O)COc2ccc(Cl)cc2C)cc1 | 6
Cc1nc2cccnc2n1C1CCN(C(=O)Nc2ccccc2C(F)(F)F)CC1 | -3
CCCOc1ccc(-c2nn(-c3ccccc3)cc2C2NC(=O)N=C(C)C2C(=O)OC)cc1C (stereo unspecified) | 3
O=S(=O)(NNc1ccccc1)c1cccs1 | -6
CCOC(=O)C1=C(C)N=c2s/c(=C/c3ccc(-c4ccccc4C#N)o3)c(=O)n2C1c1cccs1 (stereo unspecified) | -4
CCOC(=O)N/N=C1\CC(C(=O)OC)CS1 (stereo unspecified) | 8
Cc1cc(I)ccc1NC(=S)NC(=O)C(C)(C)C | -2
Cc1ccccc1Cc1nnc(NC(=O)NCC2CCS(=O)(=O)C2)s1 (stereo unspecified) | -5
O=C(CCc1nc2ccccc2[nH]1)Nc1ccc(F)cc1 | 4
COC(=O)c1cccnc1-n1c(=O)c2cccnc2n(CC(=O)Nc2ccccc2F)c1=O | -3
Cc1cc2n(n1)SC(Nc1ccc(F)cc1)N2 (stereo unspecified) | 1
N#CCOc1ccccc1/C=N\NC(=O)CN1CCOCC1 | 2

Additional results follow.
SMILES | RBX1-CUL1 inh
Cc1c(CC(=O)N(C)C(C)C)c2c(n1Cc1ccc(F)cc1)CCCC2=O | -2
O=C(CCC1CCN(C(=O)c2cnccn2)CC1)Nc1ccc(F)c(Cl)c1 | 3
CC(C)c1ccc(OCC(=O)Nc2ccc(CN3CCOCC3)cc2)cc1 | -1
CC12CCC(C(=O)N(c3ccccc3)c3ccccc3)(OC1=O)C2(C)C (stereo unspecified) | -6
CC(C)CC(=O)Nc1ccc(-c2nc3ccccc3c(=O)[nH]2)cc1 | -2
Cc1c(C(=O)NC2CCCC2)nnn1-c1ccccc1 | 1
Cc1nn(CC(=O)NCc2ccccc2Cl)c(=O)c2cccn12 | -2
Cc1nc2nncn2c(N2CCN(c3ccccc3)CC2)c1C | -9
CCN1C(=O)C2(OCCO2)c2cc(Cl)ccc21 | 2
Cc1cc(C)cc(NC(=O)C2CCCN2S(=O)(=O)c2ccc3nc(-c4ccccc4)[nH]c3c2)c1 (stereo unspecified) | 4
O=C1CC(NCc2ccc3c(c2)OCO3)C(=O)N1c1ccc(Br)cc1 (stereo unspecified) | -16
C=CCNC(=O)C(C)(C)Oc1ccc(Cl)cc1 | 3
CCOc1ccccc1C(=O)Nc1cc(-c2nc3cccnc3s2)ccc1C | 2
CCOC(=O)C1C(C)=NC2=C(C(=O)CC(c3ccc(Cl)cc3)C2)C1c1ccc(OC)c(OC)c1 (stereo unspecified) | 1
CCC(=O)NC(Nc1nc2ccc(C)cc2s1)(C(=O)OC)C(F)(F)F (stereo unspecified) | 9
CCN(CC)c1ccc(/C=C2/C(=O)NC(=O)N(c3cccc(C(F)(F)F)c3)C2=O)c(O)c1 | -6
COC(=O)CCCNC(=O)CC1C(=O)NCCN1Cc1ccccc1OC (stereo unspecified) | 1
CC1CCC/C(=C\c2ccc(O)cc2)C1=O (stereo unspecified) | 2
c1ccc(Nc2ccc3c4c(cccc24)CC3)cc1 | 1
CC1=CCC2C(=O)N(c3cccc(Cl)c3)C(=O)C2C1 (stereo unspecified) | 12
Cc1cccc(NC(=O)COc2ccc(C(=O)Nc3cccc(Cl)c3C)cc2)c1C | -6
Cn1c(=O)cc(OC(=O)c2cccs2)c2ccccc21 | 15
COC(=O)c1cc(CNC(=O)Cc2ccccc2C)cc(NC(=O)c2ccco2)c1 | 1
C=CCn1c(C(NC(=O)c2ccccc2)C(C)C)n[nH]c1=S (stereo unspecified) | 3
CCc1ccccc1NC(=O)c1ccc(=O)n(Cc2ccc(F)cc2)c1 | -1

Other results
SMILES | RBX1-CUL1 inh
COc1cc(OC)c(NC(=O)C(c2ccccc2)N2Cc3ccccc3C2=O)cc1Cl (stereo unspecified) | -7
COc1cc(C2C3=C(CC(C)(C)CC3=O)OC(=N)C2C#N)ccc1OC(C)C (stereo unspecified) | -1
COc1ccccc1-c1nnc(C2CCN(S(=O)(=O)c3ccc(CC(C)C)cc3)CC2)o1 | -3
COCCCN1C(=O)CC(CC(=O)N2CC3CC4CC(C3)CC2C4)(c2ccccc2OC)C1=O (stereo unspecified) | 4
CCCN1C(=O)C2(c3ccccc31)c1c(oc3ccc(C)cc3c1=O)C(=O)N2CCOC (stereo unspecified) | -7
Cc1nc2c(=O)[nH]c(=S)n(C)c2nc1C | -1
CCn1cc(CNC(C)c2cnc(N(C)C3CCCCC3)nc2C)cn1 (stereo unspecified) | 3
Cc1ccc(Nc2ncnc3c2nc2n3CCCC2)c(Br)c1 | 8
CCOC(=O)C1(Cc2cccc(Cl)c2)CCCN(C2CCN(C(C)=O)CC2)C1 (stereo unspecified) | 3
COc1cccc(CC2(CO)CCN(C(=O)c3cnn(C(C)C)c3)CC2)c1 | 5
CCOc1cc(/C=C2\SC(=O)N(CC(=O)Nc3ccccc3C)C2=O)c(Br)cc1O | -5
CCOC(=O)C1=C(C)N=C(C)C(C(=O)OCC)C1c1ccc(N(C)C)cc1 (stereo unspecified) | 1
CC(=O)NC(=S)Nc1ccc(S(=O)(=O)N2CCCCC2)cc1 | -1
Clc1ccc2c(c1)CC(N1CCCCC1)c1ccccc1S2 (stereo unspecified) | -12
COc1cc2c(cc1OC)C(c1ccc(Cl)cc1)N(c1ccc(C)c(F)c1)C(=O)C2 (stereo unspecified) | 0
COc1ccc(CNCCC2(c3ccccc3)CCOC(C(C)C)C2)cc1 (stereo unspecified) | -5
CCOC(=O)C1=c2s/c(=C/c3ccccc3OC)c(=O)n2C(=N)C(C(=O)OC)C1c1ccccc1OC (stereo unspecified) | 2
Cc1ccc(-c2nn(-c3ccc(F)cc3F)c3c2cnc2ccc(F)cc23)cc1 | -2
COc1ccc(C2CC(=O)n3nc(-c4ccccc4)nc3S2)cc1OC (stereo unspecified) | 0
Cc1nn(-c2ccccc2)c2c1cc1c(=O)n(C)c(=O)nc-1n2-c1cccc(Cl)c1 | -1
O=C(Nc1ccc(Oc2ccc(NC(=O)c3ccco3)c(NC(=O)c3ccco3)c2)cc1)c1ccco1 | 1

Bioassay records deposited in PubChem BioAssay by Icahn School of Medicine at Mount Sinai.
